From PubChem
PI5P4K alpha inh: PI5P4K alpha (human) kinase inhibition; PI5P4Kalpha enzyme, ADP-Glo luminescence, 60 min; stronger effect = lower value; max response, %; actives 1.2% (n = 330,000); active means max response of -50% or lower; inconclusive means between -30% and -50%; inactive means -30% or higher; further: value at the top dose of about 77 µM; on the % scale 0 is the no-effect control and ±100 the full control effect
Target sequence (P48426 whole entry, looked up): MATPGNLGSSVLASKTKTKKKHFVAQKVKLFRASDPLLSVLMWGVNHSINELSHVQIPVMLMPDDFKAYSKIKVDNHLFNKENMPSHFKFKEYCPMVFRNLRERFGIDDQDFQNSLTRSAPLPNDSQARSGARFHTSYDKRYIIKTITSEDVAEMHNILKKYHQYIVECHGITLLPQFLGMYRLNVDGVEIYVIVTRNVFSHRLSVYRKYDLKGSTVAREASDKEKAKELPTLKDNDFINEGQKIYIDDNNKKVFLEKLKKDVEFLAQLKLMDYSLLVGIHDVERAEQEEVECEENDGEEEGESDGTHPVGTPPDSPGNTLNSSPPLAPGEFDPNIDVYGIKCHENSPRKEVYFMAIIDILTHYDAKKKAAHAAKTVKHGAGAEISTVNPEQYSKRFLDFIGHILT
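Reactions run in 0.038 M HEPES pH 7.4, 0.28 mM EGTA, 0.1% CHAPS and 5% DMSO, with PI5P4Kalpha, substrate, compound and 5 microM ATP final, one hour at room temperature. Readout is ADP-Glo luminescence.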
FUS yeast rescue: rescues growth of FUS-expressing yeast; Potency, µM (series often up to 76.6 µM), for the others: at the highest dose growth rescue (activation), usual class: activators; AID 1347120; actives 0.24% (n = 390,000); S. cerevisiae FUS-expressing, growth rescue, OD600, 24 h;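 further: potency means the concentration at half of the fitted maximal effect; plate controls were DMSO vehicle for no effect and reference control for full effect; nearly all actives have a fitted effect of over 55% in size; some results filed as inactive show a strong effect at the top dose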
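Cultures pregrown in 2.5% raffinose medium are shifted to minimal medium containing 2% galactose to express toxic FUS. Compounds are tested at several concentrations. After 24hr at 30C, growth is quantified at 600 nm absorbance.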
EPAC1 antagonist: blocks human EPAC1 exchange factor; EPAC1 GEF assay, Rap1b-BODIPY-GDP exchange fluorescence; Potency, µM (highest dose often 115 µM), for inactives: top-dose activity change, negative = inhibition, hits mostly inhibitors; actives 0.14% (n = 360,000);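 further: potency means the concentration at half of the fitted maximal effect; plate controls were vehicle for no effect and positive control for full effect; nearly all actives have a fitted effect of over 50% in size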
WRN inhibitor: WRN helicase (human) inhibition; actives 0.46% (n = 360,000); Potency, µM (series often up to 114 µM), without a hit: at the highest dose activity change, negative = inhibition, actives largely listed as inhibitors; WRN helicase unwinding, fluorescent forked duplex, kinetic; further: potency means the concentration at half of the fitted maximal effect; on the % scale 0 is the no-effect control and ±100 the full control effect; nearly all actives have a fitted effect of over 55% in size
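Kinetic red-fluorescence monitoring (525/598 nm) tracks WRN helicase activity after 100 nM fluorophore-quencher forked duplex and 2 mM ATP are added to 20 nM enzyme pretreated 15 min at room temperature with compound.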
IL-2 act: activators of IL-2; IL-2 activation reporter assay, cell-based qHTS; stimulated with anti-CD3/CD4/CD28 beads; in transgenic mouse T cells; activation, % (series mostly up to about 46 µM); actives 0.065% (n = 360,000); in the data active means activation above about 50%; inconclusive means mostly about 30% to 49%; further: 0% is about no effect
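Unstimulated transgenic mouse T cells; 60-min compound exposure; bead-based TCR/CD4/CD28 stimulation; 18 h culture, 37 degrees C; dual fluorescence (EGFP, DsRed) plate cytometry.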
EPAC1 ag: activates human EPAC1 exchange factor; AID 720707; Potency, µM (top dose mostly 154 µM), inactives show at the top dose activation, actives largely listed as activators; actives 0.073% (n = 360,000); EPAC1 agonist qHTS, biochemical assay; response scale: 100% = response to 6.5 mM cAMP; further: potency means the concentration at half of the fitted maximal effect; nearly all actives have a fitted effect of over 60% in size
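Multi-concentration qHTS readout: loss of Rap1B-bound BODIPY-GDP fluorescence driven by 100 nM EPAC1 with excess GDP (50 uM), monitored kinetically at room temperature; agonist response expressed relative to 6.5 mM cAMP.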
aSyn rescue: rescues yeast growth from alpha-synuclein toxicity; AID 652106; Yeast expressing alpha-synuclein, growth rescue, BacTiter-Glo, 24 h; actives 0.14% (n = 370,000); Potency, µM (titrated, usually from 46.1 µM), inactives show top-dose growth rescue (activation), actives largely listed as activators; further: potency means the concentration at half of the fitted maximal effect; % of control where 0% means no effect; nearly all actives have a fitted effect of over 65% in size
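Screening used galactose-induced yeast with toxic alpha-synuclein levels, exposed to compound for 24 hr at 30 deg C. Cell growth, read with BacTiter-Glo luminescence, gave the measured signal.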
PLK1 PBD inh: inhibitors of human PLK1 polo-box domain binding | Potency, µM, inactives show max response, negative = inhibition, usual class: inhibitors | Plk1 PBD binding of FITC phosphopeptide, fluorescence polarization | actives 2.8% (n = 360,000); further: potency means the concentration at half of the fitted maximal effect; series mostly up to about 57 µM; on the % scale 0 is the no-effect control and ±100 the full control effect; nearly all actives have a fitted effect of over 65% in size
Target sequence (P53350 whole entry, looked up, the tested form may be a part): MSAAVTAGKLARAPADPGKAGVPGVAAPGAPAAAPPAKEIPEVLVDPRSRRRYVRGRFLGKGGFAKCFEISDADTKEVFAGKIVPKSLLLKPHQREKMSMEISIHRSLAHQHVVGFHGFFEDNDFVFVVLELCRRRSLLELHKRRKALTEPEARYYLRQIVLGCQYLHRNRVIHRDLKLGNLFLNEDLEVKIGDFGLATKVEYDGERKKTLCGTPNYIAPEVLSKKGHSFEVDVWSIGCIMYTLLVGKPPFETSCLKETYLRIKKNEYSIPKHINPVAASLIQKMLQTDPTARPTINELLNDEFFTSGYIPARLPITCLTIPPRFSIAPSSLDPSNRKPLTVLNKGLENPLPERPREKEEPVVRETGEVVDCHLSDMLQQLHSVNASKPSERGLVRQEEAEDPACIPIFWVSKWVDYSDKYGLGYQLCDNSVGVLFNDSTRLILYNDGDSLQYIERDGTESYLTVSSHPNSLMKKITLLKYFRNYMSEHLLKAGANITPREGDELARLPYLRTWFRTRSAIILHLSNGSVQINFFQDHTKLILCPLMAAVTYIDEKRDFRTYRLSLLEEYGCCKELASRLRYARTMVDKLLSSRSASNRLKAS
Abeta rescue: A-beta toxicity reversal in yeast | yeast expressing A-beta42, growth rescue, OD600, 48 h; response scale: 0% DMSO, 100% iron-clioquinol control | Potency, µM (top dose mostly 46.1 µM), for the others: top-dose growth rescue, usual class: activators | actives 0.063% (n = 410,000) | AID 1347071; further: potency means the concentration at half of the fitted maximal effect; nearly all actives have a fitted effect of over 55% in size
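Yeast growth medium received pinned compounds, then yeast cells expressing toxic A-beta were added; plates incubated at 30 C for 48 hr. Growth read as absorbance at 600 nm, normalized to DMSO and equimolar FeCl3 plus clioquinol controls.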
Starred values were filed as active, the others as inactive; ? = inconclusive; · = no result given; & = joins results of further samples; [ ] = dose if it differs, or a comment. Unless noted, the call rests on the fitted dose curve; in most records, active means well fitted curve in the direction sought with a large enough effect; inconclusive means small, poorly fitted or top-dose-only effect, or another doubt; inactive means no such curve, though single readings can be large; an effect the other way counts as inactive or inconclusive.

SMILES | PI5P4K alpha inh | FUS yeast rescue | EPAC1 antagonist | WRN inhibitor | IL-2 act | EPAC1 ag | aSyn rescue | PLK1 PBD inh | Abeta rescue
COc1ccc(S(=O)(=O)NC(=O)C2(C)CCN2C(=O)Cc2ccc(-c3ccccc3)cc2)cc1 (stereo not drawn) | 2 | ? | -19% | -12% | 0.2 | -2% | -11% | -2% | -2%
COCCOC(=O)c1c(NC(=O)CN2CCOCC2)sc(C(N)=O)c1C | -7 | 10% | 9% | 18% | -1.1 | -2% | 0% | -2% | -10%
COCCCNC(=O)CC1C[C@H](C(=O)N2CCOCC2)[C@@]2(C)c3[nH]c4ccccc4c3CCN2C1=O (stereo partly drawn) | 8 | -1% | 18% | -3% | -0.6 | 13% | -8% | -2% | -5%
OCCCNc1ncnc2oc(-c3ccccc3)c(-c3ccccc3)c12 | 11 | 24% | 1% | 0%[57.1 µM] | -1.4 | 1% | 14% | 5% | -36%[inhibitor]
Cc1ccc(NC(=O)CCNS(=O)(=O)c2cccc3nonc23)cc1 | -2 | 17% | -4% | 3% | -2.2 | 11% | 7% | -9% | 7%
N#Cc1ccc(OCC(=O)n2cc(C(=O)c3cc(Cl)cc(Cl)c3O)cn2)cc1 | -1 | -15% | -7% | -7% | 0.4 | -2% | 10% | ? | -4%
Cc1cnn(C(=O)c2oc3ccccc3c2C)c1 | · | 14% | 2% | -15% | -3.0 | -1% | -11% | -3% | -15%
CC1(C)CC(=O)C(C=NCCN2CCN(C(=O)c3ccc(F)cc3)CC2)=C(O)C1 | -4 | 6% | -14% | -9% | 1.3 | 4% | 8% | ? | -15%
CCOC(=O)N1CCC(N(CCCOC)C(=O)Nc2cccc(OC)c2)CC1 | · | 13% | 5% | 2% | 0.3 | 0% | 3% | -3% | -5%
O=S1(=O)CCN(C2CCCCCCCCCCC2)CC1 | 8 | -2% | 3% | 7% | -4.6 | 0% | 8% | 0% | -2%
O=C1C=CC(=O)N1N(c1ccccc1)c1ccccc1 | -28 | · | -5% | 35µM* | -0.2 | -2% | -74%[inhibitor] | 4.7µM* | -94%[inhibitor]
C=CCCC(=O)N1CCCC(C(=O)c2cccc(OC)c2)C1 (stereo not drawn) | 2 | -12% | -11% | 6% | -0.3 | 10% | -4% | -10% | 6%
Cc1ccc(NS(=O)(=O)c2cccc(C(=O)N3CCCCCCC3)c2)cc1 | 2 | 30% | -19% | -11% | -5.4 | 0% | 2% | 0% | 9%
O=C(NC1CC1)c1sc2ccccc2c1Cl | -2 | -6% | -9% | 7% | 0.2 | 4% | 6% | -10% | -4%
Cn1c(NC(=O)c2ccc(S(=O)(=O)N3CCOCC3)cc2)cc(=O)n(C)c1=O | 6 | · | -14% | 2% | -0.5 | -5% | -4% | -10% | 5%
COC(=O)c1ccccc1NC(=O)CSc1nc2ccsc2c(=O)n1Cc1ccc(C(=O)O)cc1 | 2 | -33% | -1% | 2% | 3.0 | 2% | 0% | -3% | -3%
C1=C(c2cn(-c3nc4ccccc4s3)nn2)CCCC1 | -2 | 25% | 10% | -1% | 0.7 | -1% | 1% | -10% | -10%
O=C(Nc1cc(C(F)(F)F)cc(C(F)(F)F)c1)Nc1cnn(-c2ccc([N+](=O)[O-])cc2)c1C(F)(F)F | 1 | 7% | 24% | -1% | 0.0 | 1% | 1% | 0% | -5%
O=C(NC(Cc1ccccc1)C(=O)O)/C(=C\c1ccccc1F)NC(=O)c1ccccc1 (stereo not drawn) | 2 | 20% | -5% | -1% | 1.3 | 8% | -2% | -9% | 8%
CC1=CCC2C(=O)N(c3cccc(C(=O)NC(C)c4ccccc4)c3)C(=O)C2C1 (stereo not drawn) | -7 | 16% | -1% | -13% | -1.6 | 3% | -1% | -9% | -11%
O=C(c1cc(COc2cccc(C(F)(F)F)c2)on1)N1CCSCC1 | -4 | · | ? | -28% | -3.8 | -1% | -4% | -8% | -11%
CCOC(=O)C(NC(=O)c1ccccc1Cl)(Nc1ccc(C)c(C)c1)C(F)(F)F (stereo not drawn) | -2 | · | 12% | 4% | 0.2 | -4% | 6% | -2% | -6%
CCc1nc2c(OCc3cccc(Cl)c3)cccn2c1N(C)C(=O)c1ccc(OC)cc1 | 0 | 25% | -8% | -11% | -0.3 | 6% | 13% | -2% | 13%
COc1ccc(C=C(c2nc3ccccc3s2)c2nc3ccccc3s2)cc1O | 3 | ? | 10% | 0% | 1.4 | 2% | 22% | -1% | 20%
Cc1cccc(N2C(=O)N3[C@H](c4ccc(Br)cc4)[C@@H]4C(=O)N(C(C)(C)C)C(=O)[C@@H]4[C@]3(C)C2=O)c1 | 1 | 36% | 0% | -4% | -0.8 | -12% | -1% | 5% | 10%

Seven entries already listed, arranged by count of non-hydrogen atoms, lowest first:
SMILES | PI5P4K alpha inh | FUS yeast rescue | EPAC1 antagonist | WRN inhibitor | IL-2 act | EPAC1 ag | aSyn rescue | PLK1 PBD inh | Abeta rescue
O=C(NC1CC1)c1sc2ccccc2c1Cl | -2 | -6% | -9% | 7% | 0.2 | 4% | 6% | -10% | -4%
O=C1C=CC(=O)N1N(c1ccccc1)c1ccccc1 | -28 | · | -5% | 35µM* | -0.2 | -2% | -74%[inhibitor] | 4.7µM* | -94%[inhibitor]
C=CCCC(=O)N1CCCC(C(=O)c2cccc(OC)c2)C1 (stereo not drawn) | 2 | -12% | -11% | 6% | -0.3 | 10% | -4% | -10% | 6%
O=C(c1cc(COc2cccc(C(F)(F)F)c2)on1)N1CCSCC1 | -4 | · | ? | -28% | -3.8 | -1% | -4% | -8% | -11%
N#Cc1ccc(OCC(=O)n2cc(C(=O)c3cc(Cl)cc(Cl)c3O)cn2)cc1 | -1 | -15% | -7% | -7% | 0.4 | -2% | 10% | ? | -4%
CC1=CCC2C(=O)N(c3cccc(C(=O)NC(C)c4ccccc4)c3)C(=O)C2C1 (stereo not drawn) | -7 | 16% | -1% | -13% | -1.6 | 3% | -1% | -9% | -11%
O=C(NC(Cc1ccccc1)C(=O)O)/C(=C\c1ccccc1F)NC(=O)c1ccccc1 (stereo not drawn) | 2 | 20% | -5% | -1% | 1.3 | 8% | -2% | -9% | 8%

(more compounds)
SMILES | PI5P4K alpha inh | FUS yeast rescue | EPAC1 antagonist | WRN inhibitor | IL-2 act | EPAC1 ag | aSyn rescue | PLK1 PBD inh | Abeta rescue
COC(=O)C1=C(N)OC2=C(C(=O)CCC2)C1c1cccs1 (stereo not drawn) | -2 | 13% | -3% | 3% | 0.5 | -3% | -2% | -29% | -8%
COc1ccccc1NC(=O)CSc1nnc(CNC(=O)c2ccco2)o1 | 1 | 13% | 0% | 13% | -2.6 | -3% | -6% | -4% | -2%
COCCNC(=O)C1(C)CCCN(Cc2cc(C(F)(F)F)ccc2Cl)C1 (stereo not drawn) | -3 | 8% | -2% | -7% | -0.3 | -4% | 1% | -8% | -7%
COCCCNC(=O)CNC(=O)c1nn(-c2ccc(OC)cc2)c(=O)c2ccccc12 | -6 | -1% | 12% | 1% | 4.7 | 5% | 1% | -3% | -3%
CC1(C)CC(=O)c2sc(NS(=O)(=O)Cc3ccccc3)nc2C1 | · | 18% | -7% | 3% | -2.7 | 17% | 3% | 24µM* | -2%
CCN(CC)S(=O)(=O)c1cccc(-c2nnc(SCC(=O)NC)n2CCc2ccccc2)c1 | -9 | 12% | -5% | 5% | 0.0 | -5% | 2% | -4% | 7%
O=C(NCc1ccccn1)C1CCCN(S(=O)(=O)c2cccc3nsnc23)C1 (stereo not drawn) | 2 | -11% | -14% | -1% | 1.4 | -10% | 0% | -13% | 11%
CCOC(=O)c1sc(C)c2c1NC(C)(c1cccs1)NC2=O (stereo not drawn) | · | 23% | -9% | -7% | -1.1 | -1% | -4% | -7% | 13%
COC(=O)C1=C(C)NC(C)=C(C(=O)OC)C1C(=O)OC(C)C(=O)c1ccccc1 (stereo not drawn) | -7&-3 | -4%&6% | 8%&-4% | 4%&13% | 0.6&1.7 | -4%&8% | 0%&4% | 4%&-15% | 0%&4%
COc1ccc(N2CCN(C(=O)C(=O)c3cc(OC)c4ccccc4c3)CC2)cc1 | -7 | 11% | 8% | 0% | -0.8 | -7% | 2% | -2% | 0%
C=CCC1(CC=C)CCCN1C(=O)CC1C(=O)NCCN1Cc1cc(OC)cc(OC)c1 (stereo not drawn) | 0 | 23% | -9% | 1%[57.1 µM] | -3.4 | -3% | 4% | -1% | 2%
Cc1ccc(C(=O)N2CCCC(Nc3cccc(F)c3)C2)cc1N1CCNC1=O (stereo not drawn) | 7 | 7% | 7% | -18% | 2.4 | 4% | -9% | -4% | -3%
O=C1c2cccc([N+](=O)[O-])c2C(=O)N1CCO | 5 | 11% | 2% | 2% | 2.1 | -3% | 1% | -17% | 0%
COc1ccc(-c2nc3ccccc3nc2-c2ccc(OC)cc2)cc1 | 18 | 16% | -13% | 0% | -0.5 | 17% | -15% | -14% | -7%
COc1ccc(C(=O)OCC(=O)NC2CC2)cc1 | 7 | -22% | 1% | 13% | 0.5 | 0% | -7% | 7% | 2%
O=C(NCCn1cc(SCC(=O)N2CCOCC2)c2ccccc21)c1ccccc1 | -3 | -4% | 8% | 1% | -2.5 | -9% | -2% | -17% | -15%
COc1cccc(-c2c(-c3cc(OC)cc(OC)c3)n(C)c3ccc(-c4cccc5[nH]ccc45)cc23)c1 | 2 | ? | -17% | 6% | -1.4 | -8% | -2% | -20% | -7%
CCOc1ccc(CNc2nnnn2C)cc1 | -5 | -18% | 3% | -3% | 0.5 | 18% | -1% | -2% | 2%
O=C(c1ccccc1Br)N1CCn2c1nc1ccccc12 | 3 | -33% | 9% | 4% | 1.3 | 7% | -6% | -7% | 11%
